Tb MetRS inh: blocks T. brucei methionyl-tRNA synthetase activity | purified T. brucei MetRS, ATP depletion, Kinase-Glo luminescence | inhibition, % at 11.9 µM | actives 0.4% (n = 360,000);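 active = inhibition above a per-plate cutoff of the control wells' mean inhibition plus 3 SD, cut at about 5.5% in these data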;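 also: 0% = DMSO wells median and 100% = median of wells with control inhibitor compound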
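Test system: purified T. brucei MetRS enzyme. Also added: ATP, methionine and E. coli bulk tRNA substrates. Compound: 11.9 µM single point. Schedule: 15 min enzyme-compound preincubation, 2 h reaction, 10 min detection, 25 °C. Signal: luciferase luminescence of residual ATP, Kinase-Glo. Evaluation: percent inhibition versus plate control medians. Controls: DMSO wells, low control.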
LMPTP inh: LMPTP (human) inhibition; P24666; recombinant LMPTP-A, OMFP fluorogenic substrate, fluorescence intensity; inhibition, % at 20 µM; actives 0.22% (n = 360,000); AID 651560;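 active = compounds that cut the enzyme signal by at least half of the control window in the single-dose screen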;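 also: plate controls were DMSO wells with enzyme plus substrate for no effect and substrate without enzyme for full effect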
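Test system – LMPTP-A phosphatase enzyme · Quantity – 0.625 nM LMPTP-A final · Reagent – OMFP substrate, 400 µM final · Dosing – one test concentration per compound, 20 µM, with 3% DMSO overall · Timing – 50 min enzyme reaction at room temperature, protected from light · Detection – fluorescence intensity · Controls – substrate-only low control, DMSO enzyme-plus-substrate high control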
CSN inh: CSN deneddylation inhibition; Q92905; Purified CSN, SCF-Nedd8-OG deneddylation, fluorescence polarization; actives 0.38% (n = 360,000); inhibition, % at 12.5 µM; AID 651999;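 active = pattern-corrected inhibition above about 35%, with an unprinted fluorescence ratio check between 0.5 and 1.5, limit read from the data, passing the limit was not always enough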;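 also: 0% = enzyme with substrate and 100% = substrate without enzyme; some results filed as inactive read as strong as hits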
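Material: human Csn5 produced in HEK293T cells; Input: enzyme 0.24 nM; Reagent: SCFSkp2-Nedd8OG substrate at 10 nM final; Dosing: 12.5 µM compound; Incubation: 90 min reaction at room temperature; Detection: fluorescence polarization of the substrate; Evaluation: % inhibition of substrate cleavage by Csn5; Control set: substrate-only high control, full reaction low control.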
Scp-1 inhibitor: Scp-1 (human) phosphatase inhibition; Q9GZU7; Recombinant Scp1, phosphopeptide, malachite green phosphate absorbance; inhibition, % at 20 µM; actives 0.88% (n = 340,000);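 active = inhibition above about 50% at 20 µM, limit read from the data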;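 also: plate controls were DMSO wells with enzyme for no effect and wells lacking enzyme for full effect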
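System: truncated SCP-1 phosphatase (76-261aa); medium: Tris acetate buffer pH 5.5 with MgCl2 and Tween-20; incubation: 45 min room-temperature reaction, 5 min colour, 30 min stabiliser; compound: single 20 µM dose, 1% DMSO; reagent: Phosphorylated 17-residue peptide substrate; read-out: % inhibition at 20 µM; technique: colorimetric free-phosphate detection, absorbance 630 nm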
DNMT1 inh: blocks human DNA methyltransferase DNMT1 | P26358 | actives 0.83% (n = 360,000) | DNMT1 molecular beacon, Hinp1I cleavage, fluorescence | inhibition (reported as % activation of signal), % at 10 µM; in the data active = inhibition above about 50%
Target sequence (P26358 504-1616 limits assumed): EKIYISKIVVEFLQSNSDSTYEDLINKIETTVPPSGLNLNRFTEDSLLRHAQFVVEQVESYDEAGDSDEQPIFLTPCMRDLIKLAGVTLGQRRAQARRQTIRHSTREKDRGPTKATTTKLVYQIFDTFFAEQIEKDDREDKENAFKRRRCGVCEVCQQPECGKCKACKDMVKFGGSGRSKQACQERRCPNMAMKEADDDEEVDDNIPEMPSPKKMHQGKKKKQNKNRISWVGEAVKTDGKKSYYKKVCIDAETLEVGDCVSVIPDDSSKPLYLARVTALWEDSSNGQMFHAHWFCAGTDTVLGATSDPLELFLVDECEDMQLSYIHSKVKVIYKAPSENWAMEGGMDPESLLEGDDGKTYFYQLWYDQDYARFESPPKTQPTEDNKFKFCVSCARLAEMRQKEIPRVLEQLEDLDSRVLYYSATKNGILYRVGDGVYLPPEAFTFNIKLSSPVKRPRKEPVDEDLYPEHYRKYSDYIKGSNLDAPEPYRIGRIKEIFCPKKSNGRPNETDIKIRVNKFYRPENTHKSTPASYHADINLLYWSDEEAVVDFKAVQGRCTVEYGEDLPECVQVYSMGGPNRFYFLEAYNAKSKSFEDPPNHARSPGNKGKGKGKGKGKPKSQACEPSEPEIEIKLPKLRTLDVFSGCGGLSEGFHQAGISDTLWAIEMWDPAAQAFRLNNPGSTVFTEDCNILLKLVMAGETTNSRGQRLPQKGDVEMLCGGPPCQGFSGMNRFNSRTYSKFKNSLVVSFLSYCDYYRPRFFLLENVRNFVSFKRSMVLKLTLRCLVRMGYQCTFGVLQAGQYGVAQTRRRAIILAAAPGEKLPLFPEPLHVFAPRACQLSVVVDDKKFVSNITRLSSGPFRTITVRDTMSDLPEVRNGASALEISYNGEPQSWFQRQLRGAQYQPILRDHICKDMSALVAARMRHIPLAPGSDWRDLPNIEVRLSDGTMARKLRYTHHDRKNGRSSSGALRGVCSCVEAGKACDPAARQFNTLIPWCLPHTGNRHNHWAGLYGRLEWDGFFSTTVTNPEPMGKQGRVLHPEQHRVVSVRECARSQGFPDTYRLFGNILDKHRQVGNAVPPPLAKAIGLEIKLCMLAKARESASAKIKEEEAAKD
STEP block: STEP (human) phosphatase inhibition; AID 588621; P54829; recombinant STEP, OMFP fluorogenic substrate, fluorescence; inhibition, % at 20 µM; actives 0.25% (n = 360,000);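 active = inhibition at 20 µM, scaled per plate between control wells, above about 37%, limit read from the data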;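 also: 0% = DMSO with enzyme and substrate and 100% = substrate only without enzyme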
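System: STEP phosphatase, cell-free reaction; Buffer or medium: Bis-Tris pH 6.0 buffer with DTT, detergent; Incubation: 20 min at room temperature, dark; Measured by: fluorescence, 480/540 nm.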
SUMO1 PPI mod: SUMO1-SIM interaction modulation | P63165 | SUMO1 binding to a labelled peptide, TR-FRET, 1 h | inhibition, % at 20 µM | actives 0.33% (n = 360,000); in the data active = inhibition above about 37%
Rpn11 inh: inhibitors of human proteasome Rpn11. O00487. human 26S proteasome, Ub4-pepOG fluorescence polarization; 20S core pre-blocked with epoxomicin. calls only at 20 µM. actives 0.59% (n = 360,000). AID 588493;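 active = inhibition at 20 µM, scaled to each plate's controls, above about 33%, limit read from the data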
PABP1 MLLE inh: blocks PAM2 peptide binding to the PABP1 MLLE domain | P11940 | GST-MLLE / FITC-PAM2 fluorescence polarization | inhibition, % at 20 µM | actives 0.36% (n = 360,000); in the data active = inhibition above about 35%, passing the limit was not always enough;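 also: plate controls were DMSO wells with GST-MLLE for no effect and wells lacking GST-MLLE protein for full effect; some results filed as inactive read as strong as hits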
NadD block: blocks S. aureus nicotinate mononucleotide adenylyltransferase. actives 0.78% (n = 360,000). purified NadD enzyme, colorimetric absorbance read-out. AID 602399. inhibition, % at 20 µM; in the data active = inhibition above about 26%; also: some compounds past the cut are filed as inactive
* = called active by the depositor; i = inactive; nt = no result given; & = joins results of further samples; ! = not confirmed by another sample. Only part of the results is shown; rates above refer to the full screens.

Value order – Tb MetRS inh	LMPTP inh	CSN inh	Scp-1 inhibitor	DNMT1 inh	STEP block	SUMO1 PPI mod	Rpn11 inh	PABP1 MLLE inh	NadD block
C=C(CC1CC(O)[C@]2(C)OC3CC4OC5C[C@]6(C)O[C@]7(C)CCC8OC9C[C@]%10(C)OC%11C(C)=CC(=O)OC%11CC%10OC9C[C@@H](C)C8OC7CC6O[C@]5(C)C/C=C\C4OC3CC2O1)C(=O)O (stereo not given in full)
    -0.1	-0.1	-5	2	3	4	10	i	-1	6
CN(C)[C@@H]1C(=O)C(C(N)=O)=C(O)[C@@]2(O)C(=O)C3=C(O)c4c(O)cccc4[C@@](C)(O)[C@H]3[C@H](O)[C@@H]12
    0.6&0.3	66*	39&39	65*	97*	34&17	70*	i	18&6	38*!
CCOc1ccccc1-n1c(O)c(C=NCCCn2ccnc2)c(=O)[nH]c1=O
    -0.7	-2.6	-3	-9	5	0	0	i	-3	-1
COc1cc(C)cc2oc(=O)c(CC(=O)N3C[C@H]4C[C@@H](C3)c3cccc(=O)n3C4)c(C)c12
    0.4	-1.0	-2	7	0	11	0	i	10	2
O=C(c1cn(Cc2ccccc2)c2ccccc12)N1CCCCC1
    -0.7	-0.9	-1	-5	1	-1	1	i	0	-5
CC(C)c1ccc(C2NCc3ccccc3-n3cccc32)cc1 (stereo not given)
    -1.1	-3.1	-1	11	-3	0	-5	i	-8	-7
C[C@]12CC[C@@H](O)C[C@H]1CC[C@@H]1[C@@H]2CC[C@]2(C)C(=O)CC[C@@H]12
    -1.2	0.9	-4	4	1	-2	6	i	-12	2
Cc1cccc(NC(=O)C(C)N2CC=C(c3ccccc3)CC2)c1 (stereo not given)
    2.0	1.4	-1	2	-1	-1	-4	i	13	-5
CCCCn1c(=O)c(C(=O)Nc2ccccc2N)c(O)c2ccccc21
    0.8	-1.3	1	-1	3	5	2	i	7	13
CC1CN=C(NCc2ccccc2Cl)S1 (stereo not given)
    0.1	-0.6	6	-5	-3	-2	4	i	-15	-10
O=C(CCc1ccc(O)cc1)N1C[C@H]2C[C@@H](C1)c1cccc(=O)n1C2
    0.9	-1.5	2	-4	2	-2	-1	i	-2	6
COC(=O)C1=C(c2ccc(F)cc2OCc2ccccc2)C[C@@H]2CC[C@H]1N2C(=O)NCCOc1ccc(OC)cc1
    0.0	8.8	-1	-9	-9	4	5	i	0	-4
COc1ccc(OC)c(C(O)C(C)N)c1 (stereo not given)
    -0.5	-0.3	-3	-12	2	0	1	i	0	0
COC(=O)C1=C(c2cccc(C#N)c2)C[C@@H]2CC[C@H]1N2C(=O)NC1CCCCC1
    -0.1	-0.7	2	-5	2	5	1	i	7	2
O=C(CN1CCOCC1)c1cccc2ccccc12
    -0.2	-0.8	-3	-2	-2	-5	-7	i	6	1

Following part.
Value order – Tb MetRS inh	LMPTP inh	CSN inh	Scp-1 inhibitor	DNMT1 inh	STEP block	SUMO1 PPI mod	Rpn11 inh	PABP1 MLLE inh	NadD block
OC(C#CCN1CCOCC1)(c1ccccc1)C1CCCC1 (stereo not given)
    -0.4	-2.0	-6	1	3	-3	-2	i	-7	-1
O=C(CNS(=O)(=O)c1ccc(Br)s1)N1CCC2(CC1)OCCO2
    -0.6	-0.9	3	-4	1	-1	3	i	-6	2
CCOC(C(=O)OCCC[N+](C)(CC)CC)(c1ccccc1)c1ccccc1
    -0.8	-2.8	-4	3	2	-1	-6	i	-8	-3
CC(=O)Nc1ccccc1C(=O)OCc1ccc(F)cc1
    0.1	0.9	-2	-7	3	2	-1	i	-4	1
O=[N+]([O-])c1cccc(CN2CCN(Cc3ccc(Br)cc3)CC2)c1
    0.4	-1.2	8	-6	0	0	-6	i	-3	-2
CC(=NCc1ccco1)c1c(O)n(Cc2ccccc2)c(=O)[nH]c1=O
    -0.6	-1.4	2	-6	3	0	5	i	-16	7
COC(=O)C1=C(c2ccc(C(C)=O)cc2)C[C@@H]2CC[C@H]1N2C(=O)N1CCC(O)CC1
    -0.1	-1.2	1	-3	4	-2	0	i	-1	0
O=C1NC(=O)C(CCc2ccccn2)(Cc2cccc(Cl)c2Cl)C(=O)N1c1ccc(Br)cc1 (stereo not given)
    -0.6	0.3	1	6	-6	1	2	i	-11	-2
CCN(CC)c1ccc(N=Cc2c(O)n(Cc3ccco3)c(=O)[nH]c2=O)cc1
    0.2	-2.2	62*	-11	3	-8	-4	nt	-51	10
O=C(O)CN1C(=O)CN=C(c2ccccn2)c2cc(Cl)ccc21
    -1.1	-2.0	5	-1	-1	0	-8	i	-5	-2
O=[N+]([O-])c1ccc(N2CCNCC2)cc1NCc1ccco1
    0.1	-0.3	-15	-5	5	1	-13	i	-14	-1
O=P(C(c1c[nH]c2ccccc12)N1CCOCC1)(N1CCOCC1)N1CCOCC1 (stereo not given)
    -0.3	-0.2	1	-7	5	-4	-1	i	-2	-3
OCC(Cl)CCl (stereo not given)
    -0.1	-1.1	2	3	-1	-3	8	i	0	4
C=Cn1ccnc1P(=S)(c1nccn1C=C)c1nccn1C=C
    -0.3	-1.2	2	-15	2	0	-7	i	9	1
CCCCn1c(=O)c(C(=O)Nc2cccc(C)c2)c(O)c2ccccc21
    -0.2	-0.2	-2	-15	3	3	1	i	-2	-3

Part of the list above, reformatted.
SMILES	Tb MetRS inh	LMPTP inh	CSN inh	Scp-1 inhibitor	DNMT1 inh	STEP block	SUMO1 PPI mod	Rpn11 inh	PABP1 MLLE inh	NadD block
C=Cn1ccnc1P(=S)(c1nccn1C=C)c1nccn1C=C	-0.3	-1.2	2	-15	2	0	-7	i	9	1
O=C(CN1CCOCC1)c1cccc2ccccc12	-0.2	-0.8	-3	-2	-2	-5	-7	i	6	1

New compounds follow:
Value order – Tb MetRS inh	LMPTP inh	CSN inh	Scp-1 inhibitor	DNMT1 inh	STEP block	SUMO1 PPI mod	Rpn11 inh	PABP1 MLLE inh	NadD block
CCC(=O)N1c2ccc(S(=O)(=O)CCC(=O)N3CCC4(CC3)OCCO4)cc2CC1C (stereo not given)
    -0.6	0.0	-2	-7	2	2	2	i	5	3
O=c1[nH]c(=S)n(-c2ccccc2)c(O)c1C=NCc1ccccn1
    -0.5	-0.5	-2	-4	1	1	2	i	15	-4
S=P(Nn1cnnc1)(c1ccccc1)c1ccccc1
    -0.8	-0.3	-3	-2	0	-1	0	i	-96	-2
CCN1C(=O)NC(=O)/C(=C\c2cn(CC(=O)N3CCCCC3C)c3ccccc23)C1=O (stereo not given)
    -0.2	-0.4	0	-7	0	-28	-13	i	28	9
CCN1CCN(c2cc(N3CCCC3)c([N+](=O)[O-])cc2F)CC1
    -0.1	2.0	-3	-2	0	1	-30	i	-4	-6
Cc1ccc(C2=NCC(=O)Nc3ccc(Br)cc32)cc1
    0.9	-0.4	-1	-4	1	1	7	i	-2	1
O=P(Oc1ccccc1)(Oc1ccccc1)C(O)c1ccccc1 (stereo not given)
    -0.3	-0.5	-3	-6	1	0	-1	i	10	-12
O=c1[nH]c(=O)n(Cc2ccc(F)cc2)c(O)c1C=NCCCO
    -0.6	-1.7	-3	-8	-3	0	3	i	-3	-4
O=C1NC(=O)N(c2ccc3c(c2)OCO3)C(=O)/C1=C\c1ccsc1
    -0.1	0.6	0	-3	4	0	6	i	8	5
C=C(c1ccccc1)P(=O)(O)O
    -0.5	-2.3	-2	-7	-8	-1	-2	i	6	4
C=CCn1c(O)c(/C=N/NC(=O)CCCC)c(=O)[nH]c1=S
    -0.9	-3.2	-7	-9	4	1	0	i	-5	-5
C=CCN1C(=O)C2(C(C(=O)OCC)=C(N)Oc3ccccc32)c2c1c1ccccc1oc2=O (stereo not given)
    -1.8	-0.6	-2	-6	2	-1	1	i	6	1
Oc1c(Br)cc(Br)cc1Br
    0.1	-2.3	5	-6	0	4	12	i	11	3
CCC(CC)N1CCN(C(=O)Cc2ccccc2)CC1
    0.1	-2.5	-6	-3	0	-1	1	i	1	-1
CCOc1ccc2oc(C(=O)NN3C(C)CCCC3C)c(C)c2c1 (stereo not given)
    -0.4	-0.7	1	6	-3	1	-1	i	-9	-3
N#CCP(=S)(c1ccccc1)c1ccccc1
    -1.1	-1.7	-15	-3	9	4	0	i	-1	-6

Some values from the results shown.
CCC(CC)N1CCN(C(=O)Cc2ccccc2)CC1 | CSN inh: -6
C=CCN1C(=O)C2(C(C(=O)OCC)=C(N)Oc3ccccc32)c2c1c1ccccc1oc2=O (stereo not given) | SUMO1 PPI mod: 1
CCOc1ccc2oc(C(=O)NN3C(C)CCCC3C)c(C)c2c1 (stereo not given) | SUMO1 PPI mod: -1

Six neighbouring compounds already listed, quoted:
Value order – Tb MetRS inh	LMPTP inh	CSN inh	Scp-1 inhibitor	DNMT1 inh	STEP block	SUMO1 PPI mod	Rpn11 inh	PABP1 MLLE inh	NadD block
CCC(=O)N1c2ccc(S(=O)(=O)CCC(=O)N3CCC4(CC3)OCCO4)cc2CC1C (stereo not given)
    -0.6	0.0	-2	-7	2	2	2	i	5	3
O=c1[nH]c(=S)n(-c2ccccc2)c(O)c1C=NCc1ccccn1
    -0.5	-0.5	-2	-4	1	1	2	i	15	-4
S=P(Nn1cnnc1)(c1ccccc1)c1ccccc1
    -0.8	-0.3	-3	-2	0	-1	0	i	-96	-2
CCN1C(=O)NC(=O)/C(=C\c2cn(CC(=O)N3CCCCC3C)c3ccccc23)C1=O (stereo not given)
    -0.2	-0.4	0	-7	0	-28	-13	i	28	9
CCN1CCN(c2cc(N3CCCC3)c([N+](=O)[O-])cc2F)CC1
    -0.1	2.0	-3	-2	0	1	-30	i	-4	-6
Cc1ccc(C2=NCC(=O)Nc3ccc(Br)cc32)cc1
    0.9	-0.4	-1	-4	1	1	7	i	-2	1

Screening results (PubChem BioAssay)
